TAAR1 agonist – agonists of human TAAR1 | Q96RJ0 | CHO RD-HGA16 TAAR1, Fluo-8 calcium fluorescence; vehicle wells 0%, saturating PEA agonist 100% | activation, % at 3 µM | actives 0.99% (n = 360,000) | AID 624467;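 active = activation above the mean activation of all test compounds in the run plus 3 SD, cut at about 38% in these data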
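Test system: RD-HGA16 (CHO) cells co-expressing Gα16 and hTAAR1 | Doses: Single dose, 3 µM | Schedule: 17-24 h seeding, 75 min 37 °C dye, 30 min RT | Evaluation: % activation from peak over basal fluorescence ratio, DMSO-to-PEA scaled | Technique: Kinetic Fluo-8 calcium fluorescence | Benchmarks: Low control DMSO, high control PEA (EC100)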
OXTR potentiate – human OXTR potentiation. P30559. CHO-OTR cells, Fluo-8 calcium fluorescence, potentiator mode; 0% = oxytocin EC15, 100% = EC100. activation, % at 3 µM. actives 0.061% (n = 320,000);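 active = activation above that plate's cutoff, the mean activation of tested compounds plus 3 SD, cut at about 6.6% in these data, passing the limit was not always enough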;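 also: 100% uses oxytocin at 75 nM as the full agonist control; some results filed as inactive read as strong as hits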
Target sequence (P30559 whole entry, looked up): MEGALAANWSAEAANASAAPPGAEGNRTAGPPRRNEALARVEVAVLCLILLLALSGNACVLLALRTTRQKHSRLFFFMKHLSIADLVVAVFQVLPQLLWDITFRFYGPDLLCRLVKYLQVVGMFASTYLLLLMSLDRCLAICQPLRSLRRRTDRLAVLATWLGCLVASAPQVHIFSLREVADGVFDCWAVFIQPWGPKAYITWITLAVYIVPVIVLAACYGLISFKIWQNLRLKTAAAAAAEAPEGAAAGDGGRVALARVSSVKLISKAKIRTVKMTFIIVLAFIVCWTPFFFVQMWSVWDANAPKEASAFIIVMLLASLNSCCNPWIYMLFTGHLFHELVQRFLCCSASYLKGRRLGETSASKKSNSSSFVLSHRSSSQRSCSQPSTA
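Assay system: CHO-OTR cells, human receptor / Also added: oxytocin at about EC15, sub-maximal agonist stimulus / Dosing: single dose, 3.0 µM nominal final compound concentration / Incubation: 6 min pre-incubation, 100 s read / Technique: Fluo-8 calcium dye fluorescence / Read-out: % activation vs EC15 and EC100 oxytocin / Benchmarks: EC15 oxytocin low, 75 nM oxytocin high / Replicates: singlicate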
CHRM1 agonist – agonists of human M1 muscarinic receptor | P11229 | CHO-K1 hM1, Fluo-8 calcium fluorescence, agonist mode; 0% DMSO, 100% acetylcholine EC100 | activation, % at 3 µM | actives 0.33% (n = 360,000) | AID 588814;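 active = activation above the run's mean compound activation plus 3 SD, cut at about 16% in these data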;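 also: peak over basal fluorescence ratio within a 140 s kinetic read after compound addition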
Target sequence (P11229 whole entry, looked up): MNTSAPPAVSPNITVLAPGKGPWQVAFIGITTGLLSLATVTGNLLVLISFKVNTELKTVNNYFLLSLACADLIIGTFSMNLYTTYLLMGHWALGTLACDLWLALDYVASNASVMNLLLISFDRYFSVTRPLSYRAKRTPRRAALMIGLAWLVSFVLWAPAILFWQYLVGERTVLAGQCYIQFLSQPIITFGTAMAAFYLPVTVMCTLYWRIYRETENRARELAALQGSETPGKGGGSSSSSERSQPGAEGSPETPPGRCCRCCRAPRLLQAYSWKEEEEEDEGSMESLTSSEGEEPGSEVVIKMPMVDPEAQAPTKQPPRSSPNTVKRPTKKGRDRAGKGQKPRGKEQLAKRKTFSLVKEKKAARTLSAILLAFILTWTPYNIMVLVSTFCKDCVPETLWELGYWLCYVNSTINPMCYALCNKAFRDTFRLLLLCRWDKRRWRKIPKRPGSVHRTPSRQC
M1 PAM parental – M1 PAM counterscreen hit in parental CHO-K1 cells. activation, % at 3 µM. actives 0.02% (n = 360,000). ATP EC20, Fluo-8 calcium fluorescence; 0% at ATP EC20, 100% at ATP max;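 active = activation above the run cutoff, the mean activation of all test compounds plus 3 SD, cut at about 40% in these data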;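 also: peak over basal fluorescence ratio in a 140 s read after ATP addition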
CHO-K1 Ca ag – M1 agonist counterscreen hit in parental CHO-K1 cells; activation, % at 3 µM; actives 0.48% (n = 360,000); Fluo-8 calcium fluorescence; scaled to maximal ATP response, vehicle zero; in the data active = activation above about 15%;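 also: untransfected CHO-K1 host cells lacking M1 receptor as counterscreen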
V1R ag counter – counter-screen for oxytocin receptor agonists: human V1a receptor agonists. P37288. CHO-V1R cells, Fluo-8 calcium fluorescence, agonist mode; 0% DMSO, 100% 3 nM vasopressin. activation, % at 3 µM. actives 0.25% (n = 320,000);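 active = activation above the mean activation of all tested compounds plus 3 SD, per screening run, cut at about 20% in these data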;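 also: signal is peak over basal fluorescence ratio across a 100 second FLIPR read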
CHO-K1 Ca antag – counter-screen for M1 antagonists: effect in parental CHO-K1 cells. actives 0.6% (n = 360,000). AID 602250. ATP-induced calcium, Fluo-8 fluorescence. inhibition, % at 3 µM;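 active = inhibition above a per-plate cutoff, the plate's mean sample inhibition plus 3 SD, cut at about 24% in these data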;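 also: 0% = DMSO plus EC80 ATP and 100% = DMSO alone without ATP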
TAAR1 antagonist – human TAAR1 antagonism | CHO RD-HGA16 TAAR1, Fluo-8 calcium fluorescence, antagonist | inhibition, % at 3 µM | actives 1.5% (n = 360,000) | AID 624466;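 active = inhibition above a per-plate cutoff, the mean inhibition of test compounds on that plate plus 3 SD, cut at about 49% in these data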;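 also: 0% = DMSO plus EC80 beta-PEA response and 100% = DMSO alone without agonist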
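System: CHO RD-HGA16 cells bearing hTAAR1. Reagent: EC80 β-phenethylamine stimulus. Schedule: seeding 17-24 h prior, 75-min 37 °C, 30-min RT dye loading. Signal: Fluo-8 intracellular calcium dye fluorescence, real-time kinetic reads. Read-out: % inhibition from peak post-agonist over basal fluorescence ratio. Benchmarks: vehicle wells and EC80 agonist wells. Replicates: n of 1.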
CHO parental Ca – counter-screen for OX1R antagonists: effect in parental CHO cells. parental CHO-K1, ATP-induced calcium, Fluo-8 fluorescence. inhibition, % at 5.6 µM. actives 0.63% (n = 330,000). AID 463079;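 active = inhibition above that plate's mean sample inhibition plus 3 SD, cut at about 26% in these data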;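 also: 0% = ATP-challenged DMSO wells and 100% = DMSO wells without ATP; some compounds past the cut are filed as inactive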
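Material: parental CHO cells / Compound: single nominal dose of 5.6 µM per compound / Signal: Fluo-8 fluorescence / Replicates: singlicate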
Starred values were filed as active, the others as inactive; . = not tested or not shown.

Sequence of screens: TAAR1 agonist	OXTR potentiate	CHRM1 agonist	M1 PAM parental	CHO-K1 Ca ag	V1R ag counter	CHO-K1 Ca antag	TAAR1 antagonist	CHO parental Ca
CC(C)Oc1ccc(F)cc1-c1cc(C(=O)Nc2ccccc2)[nH]n1
  4	.	-3	-1	2.0	.	2	50*	.
COC(=O)C(NC(=O)c1ccccc1)C(C)(C)SCc1ccccc1 (configuration not stated)
  3	.	-3	23	1.1	.	-12	5	.
O=C(Nc1ccc(Br)cn1)c1ccc(Cl)s1
  -1	-6	-8	-11	-0.6	0.1	-11	-7	-31
COc1ccc(N2CCN(CCCNC(=O)C3CCC(CNc4nc(=S)[nH]c5ccccc45)CC3)CC2)cc1 (configuration not stated)
  3	-1	-7	2	5.2	-0.5	-13	-16	-26
CN(C)c1nc(C(F)(F)F)cc(=O)[nH]1
  -1	-11	-5	21	-0.1	0.4	-6	13	-11
O=C(N/N=C/c1cccc(Oc2ccccc2)c1)c1ccncc1
  1	-7	-2	2	1.5	1.6	-14	13	-18
Cc1ccc(S(=O)(=O)N2CCCCC2)c2nsnc12
  0	-3	-9	7	-0.1	0.2	-15	2	-6
O=S(=O)(N1CCCCC1)N1CCNCC1
  -2	2	-3	4	-0.3	-0.6	-15	-16	-4
CC1=CC2=NC(=O)CC(C)(C(=O)N(CC(=O)NC3CCCC3)Cc3ccc(Cl)cc3)N2C=C1 (configuration not stated)
  4	-2	-4	-1	0.1	0.6	-6	3	-1
O=C(CCc1nnc(Cc2ccc(-c3ccccc3)cc2)o1)NCC1CC1
  2	-4	0	1	6.3	2.3	-2	0	-14
N#CCCn1nc(-c2ccccc2)c2ccccc2c1=O
  6	-9	-5	-3	0.1	-0.1	1	-8	-5
CCN1CCN(C(=O)c2ccc(CSc3ccc(C)cc3)cc2)CC1
  7	-1	-8	12	7.6	5.7	-15	4	-19
Cc1cc(C(=O)NNC(=O)c2sccc2C)c(C)o1
  0	-9	1	11	6.8	0.6	4	-8	-9
COc1ccc(C(NC(C)=O)c2nccc3cc(OC)c(OC)cc23)cc1OC (configuration not stated)
  2	.	0	24	1.3	.	-12	-17	.
CC(C)(C)c1ccc(S(=O)(=O)N2CCCC2C(=O)NC2=NCCS2)cc1 (configuration not stated)
  3	-10	-2	14	4.2	4.8	2	7	-8
NC(=O)CCc1c[nH]c2ccccc12
  3	-4	-2	7	0.1	0.8	-3	7	-4
O=C(CCC(=O)OCC(=O)c1ccc(-c2ccccc2)cc1)Nc1cccc2cccnc12
  -1	-11	-3	11	0.7	1.0	-4	1	-15
CCn1c(SCC(=O)Nc2c(C)n(C)n(-c3ccccc3)c2=O)nc2c1c(=O)n(C)c(=O)n2C
  4	0	-5	24	0.5	0.3	-13	11	-10
COc1ccc(OCC(=O)Nc2ccc(NC(=O)c3ccco3)cc2)cc1
  12	-2	0	18	2.8	1.4	-10	11	-2
O=C(CSc1nnc(-c2ccccc2)o1)N1CCN(c2ccccc2)CC1
  0	0	-4	-11	-0.1	1.4	18	15	2
COC(=O)[C@@]1(Cc2ccc(F)cc2)[C@@H]2[C@@H](CC(=O)[C@H]2CC(=O)C(=O)N(C)C)CN1C(=O)c1ccccc1
  .	-8	0	17	0.2	0.5	-19	.	-19
CCc1nc2ccc(C(=O)N3CCN(C(=O)c4ccco4)CC3)cn2c1N(C=O)Cc1ccc(OC)cc1
  1	.	-7	20	0.0	.	9	-34	.
COc1cccc(CNC(=O)CCCCCn2c(=S)[nH]c3ccc(N4CCOCC4)cc3c2=O)c1
  2	-12	.	.	.	-1.2	.	-7	-7
NC(Cc1ccc(F)cc1)c1csc(Nc2nncc3ccccc23)n1 (configuration not stated)
  35	.	11	18	4.4	.	2	13	.
CCN1CCC(n2nccc2NC(=O)c2ccccc2Cl)CC1
  1	-8	15	12	1.6	0.9	-12	-7	4
CCc1cc(=O)[nH]c(SCC(=O)N2CCOCC2)n1
  4	2	-1	0	0.7	0.8	3	-13	-11
COC(=O)C1=C(C)N(Cc2ccccc2)C(=NCc2ccc3c(c2)OCO3)N[C@H]1c1ccccc1
  14	-5	-12	1	2.2	4.1	-6	-1	1
CC(C)Oc1ccc2ccccc2c1CNC[C@H]1O[C@@H](n2cnc(C(N)=O)n2)[C@H](O)[C@@H]1O
  2	.	-3	8	0.6	.	-10	-23	.
N=C1C(c2ccccc2)=C(O)C2CCc3ccccc3N12 (configuration not stated)
  0	-3	-7	14	-0.1	-0.7	-11	5	-6
CC(=O)N1N=C(c2ccncc2)CC1c1ccccc1O (configuration not stated)
  6	-7	-15	17	7.5	0.8	2	-4	3

Taken from above:
M1 PAM parental, `Cc1ccc(S(=O)(=O)N2CCCCC2)c2nsnc12` : 7
OXTR potentiate, `O=C(CCC(=O)OCC(=O)c1ccc(-c2ccccc2)cc1)Nc1cccc2cccnc12` : -11

Next results:
Sequence of screens: TAAR1 agonist	OXTR potentiate	CHRM1 agonist	M1 PAM parental	CHO-K1 Ca ag	V1R ag counter	CHO-K1 Ca antag	TAAR1 antagonist	CHO parental Ca
O=C(Cn1ccc(C(F)(F)F)n1)N/N=C/c1ccc(N2CCOCC2)cc1
  1	-3	-6	-2	5.8	-0.5	7	-9	-15
Cc1nc(SCc2ccc(Cl)c(Cl)c2)ncc1C(=O)O
  1	-17	3	-2	2.0	5.5	20	-8	-8
COc1ccc(C(=O)NN2CC(O)=C(c3nc4ccccc4n3C)C2=N)cc1OC
  12	-4	-4	19	0.9	-1.1	-5	-7	-2
COc1cc(C(=O)NCC(=O)OCC(=O)c2cccc3ccccc23)cc(OC)c1OC
  0	0	-4	16	1.7	1.1	-1	-20	-24
O=C(CCNS(=O)(=O)c1cccs1)Nc1ccccc1F
  3	-5	-2	14	0.5	5.7	2	-14	-2
CCCC[C@@H]1CC2=C(C(=O)OC(C)(C)O2)[C@H](c2ccc(C(C)C)cc2)O1
  2	.	.	26	1.5	.	-26	0	.
Cc1cc(C)n(CC2CC(=O)N(c3cc(Cl)cc(Cl)c3)C2=O)n1 (configuration not stated)
  -1	2	-4	29	0.9	-0.6	-16	-14	-6
O=C(NCc1ccc(F)cc1)c1cc(C(=O)C2CC2)c[nH]1
  1	-7	1	8	2.1	1.9	-3	-23	-3
CC(C)(C)c1ccc(OCC(=O)OCCNC(=O)c2cccnc2)cc1
  9	-12	-1	4	0.9	4.3	0	-14	-2
COc1cccc(CN2CC(C(=O)NCCc3ccc(C)s3)CCC2=O)c1 (configuration not stated)
  0	-3	-1	-3	1.4	-0.6	5	-15	-7
COCC(C)n1c(C)cc(C(=O)COC(=O)c2cnc(Cl)c(Cl)c2)c1C (configuration not stated)
  3	-12	-4	-13	5.7	6.4	-5	8	-5
COc1ccc(C[C@H](C)NC[C@@H](O)c2ccc(O)c(NC=O)c2)cc1
  1	6	.	.	.	.	.	-12	-5
CCCC(c1nnnn1CS(=O)(=O)c1ccc(C)cc1)N1CCN(CC)CC1 (configuration not stated)
  3	-7	-11	-5	0.1	1.1	6	5	-5
COC(=O)c1c(NC(=O)c2ccccc2N(C)S(=O)(=O)c2ccccc2)sc2c1CCCC2
  7	.	-4	15	0.2	.	-13	-25	.
CNC(=O)C(=O)N1CCC2(CC1)OCCN2S(=O)(=O)c1ccc(C)cc1
  1	8	-3	-28	0.4	0.5	10	-36	-2
Cc1ccc(-c2n[nH]c(=S)n2/N=C/c2ccc(C(=O)O)cc2)cc1
  2	-7	-5	16	1.0	-0.1	-15	-12	-8
CCOC(=O)C1=C(COC(=O)CCOc2cccc(C)c2)NC(=O)NC1C (configuration not stated)
  8	-3	-1	-18	3.6	-0.1	5	37	-19
CCN(CC)S(=O)(=O)c1ccc(C(=O)OC2CCCCC2CN(C)C)cc1 (configuration not stated)
  4	-9	-14	17	1.4	1.6	-18	5	-19
COc1ccccc1C1c2[nH]c3ccccc3c2C[C@H]2C(=O)N(C3CCN(Cc4ccccc4)CC3)CC(=O)N12 (some centres not stated)
  10	-21	-9	1	5.0	3.0	6	25	2
O=C1CSC(=S)N1N=Cc1ccc(OCc2ccccc2)cc1
  0	.	-2	-4	0.0	.	5	7	.
CC(C)(C)NC(=O)NC(=O)CN1CCN(c2ccc(O)cc2)CC1
  0	-7	0	-3	1.3	-0.3	6	4	-1
O=P1(NC2CCCC2)OCC2(CO1)COP(=O)(NC1CCCC1)OC2 (configuration not stated)
  1	.	-1	15	0.9	.	12	16	.
O=C(NCCc1c[nH]c2ccccc12)C(=O)c1c[nH]c2ccccc12
  40*	-10	0	9	2.9	1.1	-3	62*	-18
O=C(Nc1ccc(S(=O)(=O)N2CCCCC2)cc1)C1CCCO1 (configuration not stated)
  0	-8	-10	4	1.8	0.0	-9	-13	2
CC(NC(=S)NCCCN1CCOCC1)C12CC3CC(CC(C3)C1)C2 (configuration not stated)
  3	-3	-4	23	0.0	0.5	-10	-6	-10

Source: PubChem BioAssay (The Scripps Research Institute Molecular Screening Center)
